# Compound activity from PubChem.
# D1 PAM – Potentiators of Human D1 Dopamine Receptor: qHTS | D(1A) dopamine receptor (Homo sapiens), P21728 | HEK293 TREx D1 cells, calcium flux, dopamine EC20 potentiation | potentiation, % at 10 µM | actives 0.036% (n = 360,000) | AID 504651, 2011; in the data active = potentiation above about 30%; note: 0% is about no effect
# Target sequence (P21728 whole entry, looked up): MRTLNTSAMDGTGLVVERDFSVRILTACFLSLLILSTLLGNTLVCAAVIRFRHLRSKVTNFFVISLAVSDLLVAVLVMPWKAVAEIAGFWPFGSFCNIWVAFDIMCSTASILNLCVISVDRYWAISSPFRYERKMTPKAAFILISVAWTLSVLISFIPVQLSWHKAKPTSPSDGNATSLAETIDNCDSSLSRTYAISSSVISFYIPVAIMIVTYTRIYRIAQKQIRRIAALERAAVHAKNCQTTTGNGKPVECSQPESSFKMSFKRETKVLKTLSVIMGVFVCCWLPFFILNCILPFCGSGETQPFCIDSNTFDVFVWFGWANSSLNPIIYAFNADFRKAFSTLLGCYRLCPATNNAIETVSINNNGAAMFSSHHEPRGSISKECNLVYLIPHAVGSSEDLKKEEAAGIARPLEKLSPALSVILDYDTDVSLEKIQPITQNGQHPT
# TRHR ag – qHTS for Small Molecule Agonists and Allosteric Enhancers of Human TRH Receptor: Primary Screen for Agonists; Thyrotropin-releasing hormone receptor (Homo sapiens), P34981; TRHR cells, calcium flux fluo-8, FDSS agonist mode; activation, % at 2 µM; actives 0.18% (n = 360,000); note: 0% is about no effect
#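 In this calcium-flux screen, cells bearing human TRHR are dye-loaded with fluo-8, baselined for 10 cycles, then exposed to library compounds; positive kinetic calcium responses during the agonist phase mark hits, with TRH as control.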
# D1 antagonist – Antagonist of Human D 1 Dopamine Receptor: qHTS; HEK293 TREx D1 cells, calcium flux, dopamine EC80; hits give low values; activity change, negative = inhibition, % at 10 µM; actives 3.2% (n = 360,000); AID 504652, 2011; in the data active = activity change below about -30%; note: % is set by controls: 0 for no effect and ±100 for the full control effect
#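 Tetracycline-induced HEK293 T-REx cells with force-coupled D1 receptor were loaded with a no-wash calcium dye. Compound was added after a 10 s baseline and read kinetically for 180 s; EC80 dopamine was then added and calcium flux followed another 180 s.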
# TRHR PAM – qHTS for Small Molecule Agonists and Allosteric Enhancers of Human TRH Receptor: Primary Screen for Enhancers; TRHR cells, fluo-8 calcium fluorescence, EC20 TRH enhancement; enhancement, % at 2 µM; actives 0.66% (n = 360,000); AID 493056, 2011; in the data active = enhancement above about 30%; note: 0% is about no effect
#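 Enhancer read-out: after compound pinning and an initial kinetic agonist-mode read, an EC20 of TRH (10 nM final) was injected and fluo-8 calcium signal (Ex 480/Em 530) followed at 1 s/cycle for 100 cycles in TRHR-expressing cells.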
# D2 PAM – HTS Assay for Positive Allosteric Modulators of the Human D2 Dopamine Receptor: Primary Screen for Potentiators; potentiation, % at 10 µM; HEK293 T-REx D2, calcium flux, EC20 dopamine potentiation; D(2) dopamine receptor (Homo sapiens), P14416; actives 0.34% (n = 340,000);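 active = potentiation over 3 SD above the plate norm, cut at about 30% in these data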; note: 0% is about no effect
# Target sequence (P14416 whole entry, looked up): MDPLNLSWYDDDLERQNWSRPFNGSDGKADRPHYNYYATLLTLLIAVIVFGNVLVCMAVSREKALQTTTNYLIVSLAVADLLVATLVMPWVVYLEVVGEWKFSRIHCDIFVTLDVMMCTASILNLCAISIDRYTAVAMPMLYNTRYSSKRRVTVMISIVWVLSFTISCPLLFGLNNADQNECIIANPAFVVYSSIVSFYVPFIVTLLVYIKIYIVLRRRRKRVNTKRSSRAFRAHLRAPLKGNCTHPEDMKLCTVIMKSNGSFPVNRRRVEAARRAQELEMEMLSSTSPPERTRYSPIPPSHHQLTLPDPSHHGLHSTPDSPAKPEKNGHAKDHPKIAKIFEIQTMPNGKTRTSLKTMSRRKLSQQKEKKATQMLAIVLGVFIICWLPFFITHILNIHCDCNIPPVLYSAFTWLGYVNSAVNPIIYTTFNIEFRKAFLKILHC
#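 Using a no-wash calcium dye in inducible, force-coupled HEK293 Trex cells expressing D2, we tracked fluorescence each second for 180 s after compound, then for 180 s after EC20 dopamine to detect augmented signalling.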
# D2 ag – HTS Assay for Allosteric Agonists of the Human D2 Dopamine Receptor: Primary Screen for Agonists. HEK293 T-REx D2 cells, calcium flux agonist mode. activation, % at 2 µM. actives 0.53% (n = 340,000). AID 485358, 2010;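 active = activation over 3 SD above normal in the single-dose calcium agonist read, cut at about 30% in these data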; note: 0% is about no effect
#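 Calcium-flux readout, 1 cycle/sec over 180 s following compound pin transfer, in inducible HEK293 Trex D2 cells (force-coupled); dopamine controls included. Positive calcium responses during this window marked compounds as potential agonists.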
# D1 agonist – Allosteric Agonists of the Human D1 Dopamine Receptor: qHTS. HEK293 T-REx D1 cells, calcium flux, agonist mode. activation, % at 2 µM. actives 1% (n = 360,000); note: 0% is about no effect
#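 Tetracycline-induced HEK293 TREx D1 cells, force-coupled to calcium signalling, were dye-loaded with a no-wash calcium kit. Compound was pin-added after a 10 s baseline. Fluorescence was read kinetically at 1 cycle/s for 180 s, with calcium rises flagged as agonism.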
# D2 antagonist – HTS Assay for Allosteric Antagonists of the Human D2 Dopamine Receptor: Primary Screen for Antagonists; HEK293 TREx D2 cells, calcium flux, dopamine EC80; inhibition, % at 10 µM; actives 2% (n = 340,000); AID 485344, 2010; in the data active = inhibition above about 30%; note: 0% is about no effect
#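 Calcium flux kinetic readout in an inducible HEK293 TREx D2 line plated overnight at 30 C. After 180 s compound exposure, an EC80 dopamine challenge follows with another 180 s kinetic read to detect antagonism.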
# RXFP1 antag – qHTS Assay for Antagonists of the Relaxin Receptor RXFP1 | AID 1259400, 2018 | activity change, negative = inhibition, % at 57.5 µM | actives 0.59% (n = 350,000) | Relaxin receptor 1 (Homo sapiens), Q9HBX9 | HEK293-RXFP1, relaxin-stimulated cAMP HTRF, 30 min; hits give low values;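 active = activity change of -60% or lower, but not beyond a set lower limit; inconclusive = change between -60% and -40%, or beyond the set limit; inactive = change above -40%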; note: % is set by controls: 0 for no effect and ±100 for the full control effect
# * = called active by the depositor; ? = inconclusive; . = not tested or not shown. Cut-off read from the data, not from the text of the source, unless noted: active = activation above about 30%; inactive = the rest.
Compound,D1 PAM,TRHR ag,D1 antagonist,TRHR PAM,D2 PAM,D2 ag,D1 agonist,D2 antagonist,RXFP1 antag
Cc1ccc(CN2[C@@H]3c4ccccc4C[C@@H]3OCCS2(=O)=O)cc1,-2,0.4,-7,-9,6,-0.8,3,2,.
CC1CCC/C=C/C(=O)c2c(O)cc(O)cc2CC(=O)O1 (stereo unspecified),-12,1.5,-9,10,0,2.0,2,-12,.
CC(=O)Nc1ccc(C(=O)OCc2ccc(F)cc2)cc1,5,0.1,-10,3,15,-0.3,10,-10,-2
COc1ccc(CC(=O)NCCc2csc(-c3cccc(F)c3)n2)cc1OC,6,-0.7,-14,1,-6,-0.2,-1,.,2
Cc1noc(C)c1COC(=O)c1ccccc1Sc1ccccc1C#N,-10,0.8,-38*,-14,-4,0.0,14,-3,-14
Cc1ccc(C(=O)c2sc(Nc3ccc(F)cc3)nc2N)c(C)c1,2,-0.6,29,-2,6,-0.1,14,.,?
Cn1c(CC(=O)Nc2ccccc2Cl)nnc1SCC(=O)NC1=NCCS1,-4,0.2,6,-11,0,0.8,1,-6,-13
Cc1ccc(-n2nnc3c(=O)n(CC(=O)NCC4CCCO4)cnc32)cc1 (stereo unspecified),-8,-0.3,-11,3,-5,-0.3,1,-9,-14
CC(=O)Nc1ccc(S(=O)(=O)NCC2CCC(C(=O)NCCCN3CCCC3=O)CC2)cc1 (stereo unspecified),-4,1.8,-10,3,.,.,2,.,16
CCn1c(CCNC(=O)c2ccc(F)cc2)nc2ccccc21,-2,-0.1,-3,3,0,1.0,7,-21,-6
O=S(=O)(Nc1ccc(N2CCCCC2)cc1)c1ccc(F)cc1,0,-0.4,3,26,12,-0.6,3,-31,4
Cc1ccc(Nc2nc(CSc3nnc(-c4ccccc4)n3C)cs2)cc1,1,-0.7,47,-4,0,0.3,4,11,-5
Nc1nnc(COc2ccccc2)s1,2,0.3,3,-2,1,0.2,1,-17,-6
CCC/S(CC1CC1(Cl)Cl)=N\S(=O)(=O)c1ccc(C)cc1 (stereo unspecified),-3,-1.1,.,-8,.,.,-1,.,-1
Cc1c(C(=O)NCC(C)(C)N2CCOCC2)oc2ccccc12,-11,0.1,17,4,9,0.1,0,7,7
CC(=O)Nn1cc2c(c1-c1ccccc1)c(=O)n(C)c(=O)n2C,-2,0.6,-7,9,.,.,2,.,-12
COc1ccc(CCNC(=O)C2CCN(S(C)(=O)=O)CC2)cc1OC,-6,0.6,0,-3,-7,0.8,6,20,1
COc1ccc(-c2cc(C(=O)NC(Cc3c[nH]c4ccccc34)C(=O)O)c(C)o2)cc1OC (stereo unspecified),1,0.9,-14,-1,-7,-0.4,1,0,0
COc1ccc(S(=O)(=O)N2CCN(Cc3cccc(Cl)c3)CC2)cc1,-2,0.3,-39*,-1,.,.,1,.,-4
O=C(NCc1ccc(F)cc1)C(c1ccccc1)N(C(=O)c1csnn1)C1CC1 (stereo unspecified),5,-0.2,11,-3,-3,-0.3,0,-6,?
Cn1c(Cn2c3ccccc3c3ccccc32)n[nH]c1=S,2,-0.3,9,9,8,0.6,3,-24,-31
N=c1c(C(=O)NC2CCCCC2)cc2c(=O)n3ccccc3nc2n1CC1CCCO1 (stereo unspecified),-3,0.0,6,-3,9,-0.1,1,-12,14
CCN1CCOC(=O)C1CC(=O)Nc1cccc(OC)c1 (stereo unspecified),-4,-3.2,5,7,21,-1.1,2,.,2
COc1ccc(CC2SC(N)=NC2=O)cc1 (stereo unspecified),-1,0.3,-13,5,5,1.3,-1,-6,4
Cc1cnc(NC(=O)CSc2nnc(CNc3ccc(F)cc3)n2CC2CCCO2)s1 (stereo unspecified),-2,0.2,-16,5,9,-0.8,4,-17,-1
CCc1cc(OCCCSc2nc(C)cc(=O)[nH]2)ccc1Cl,0,-0.2,.,-2,.,.,0,.,-11
C/C(=N\NC(=O)c1ccc(F)cc1)c1ccccn1,0,0.0,-21,-2,-1,1.4,8,8,-3
CCOC(=O)c1c(C)[nH]c(C)c1S(=O)(=O)N1CCC(C(=O)Nc2ccccn2)CC1,-3,0.1,8,8,-1,.,3,.,.
COc1ccccc1Nc1nc(N(C)c2ccccc2)nc(N)c1[N+](=O)[O-],1,0.7,13,0,5,1.1,1,7,15
CC(C)NC(=O)c1cc(C(=O)c2cc(Cl)ccc2O)coc1=N,-8,-0.1,-3,-2,-4,0.0,4,3,1
CCOc1cnn(-c2ccccc2)c(=O)c1Cl,3,-0.8,4,-2,-25,-0.3,0,22,3
CCOc1ccc(NC(=O)CN(C)C(=O)C2CCCO2)cc1OCC (stereo unspecified),-5,-0.4,-13,-1,5,0.1,3,-2,-1
Cc1ccc(O)c(Cn2nnc3ccccc32)c1,-3,-0.4,9,1,4,-1.3,8,-7,.
CC1CCCN(c2nc3c(c(=O)[nH]c(=O)n3C)n2Cc2ccccc2Cl)C1 (stereo unspecified),24,0.6,-1,8,-6,0.3,-2,-28,.
CCOc1ccccc1NC(=O)CSc1nnnn1-c1ccc(C(=O)OC)cc1,-2,-0.3,-3,-3,8,-0.6,6,50*,2
O=C(Nc1ccccc1F)c1nc(SCc2ccc(F)cc2)ncc1Cl,-2,4.4,6,-5,-3,1.2,16,.,-22
CCCCc1ccc(-c2nc(NC(=O)C3C4CCC(O4)C3C(=O)O)sc2C)cc1 (stereo unspecified),-4,-0.4,-10,-2,4,0.4,0,-7,.
COc1ccc(N(C(=O)c2cccc([N+](=O)[O-])c2)S(=O)(=O)c2ccc3c(c2)n(C)c(=O)n3C)cc1,2,0.6,-5,5,-18,0.7,2,8,-2
COCC(C)NC(=O)NC(=O)c1ccc(Cl)cc1 (stereo unspecified),-2,-0.7,36,-5,-4,0.1,-2,-22,0
CC(=O)Nc1ccc(S(=O)(=O)NNC(=O)c2cccc([N+](=O)[O-])c2)cc1,-2,-1.7,1,4,7,-0.9,1,-2,8
CN(CC(=O)Nc1ccccc1Cl)S(=O)(=O)c1ccc(C(=O)N2CCOCC2)s1,1,0.0,14,1,3,.,1,.,.
CCCCN(CCCNC(=O)c1ccc(CS(=O)(=O)c2c(Cl)cccc2Cl)o1)Cc1ccccc1,0,0.0,1,-5,-15,-0.2,5,-17,9
CC(=O)c1ccc(N2CCN(C(=O)C3CCCN(S(=O)(=O)c4ccc(Br)s4)C3)CC2)cc1 (stereo unspecified),-4,0.6,-15,-7,0,-0.7,6,.,-5
CC(=O)N1CCN(c2ccccc2NC(=O)c2ccc3ccccc3c2)CC1,1,0.0,2,-6,4,0.0,2,46*,6
CCc1ccc(CNC(=O)COc2cc(=O)n(CC)c3ccccc23)cc1,0,0.0,10,0,-7,0.0,-1,.,-2
COCCNC(=O)C(=O)Nc1ccc(Br)cc1,-1,-0.7,-4,-5,9,-0.5,3,-8,-21
N#Cc1ccc(-c2cccs2)nc1SCc1ccc(Br)cc1,-4,1.6,-4,-5,-1,0.4,-1,.,.
CCOC(=O)c1sc(NC(=O)Cn2nnc3sc4c(c3c2=O)CCCC4)nc1C,-4,1.0,17,10,-11,-0.6,2,2,1
COc1ccc(N2CCN(S(=O)(=O)CCNC(=O)C3CC3)CC2)cc1,-4,0.0,-3,0,-5,0.0,2,14,0
CCOC(=O)N1CCN(Cc2nc3ccc([N+](=O)[O-])cc3c(=O)n2-c2ccc(OC)cc2OC)CC1,9,-0.5,0,0,-1,-1.1,5,-1,-1
Fc1ccc(N/N=C/c2ccncc2)c(F)c1,4,0.1,-2,13,-9,.,1,.,-9
CCCOC(=O)c1c(NC(=O)CCCn2nc([N+](=O)[O-])c(Cl)c2C)sc(C(=O)OC)c1C,1,0.9,26,-2,6,3.2,2,6,-5

# Filtered by structure: the compounds so far containing fluorine
Compound,D1 PAM,TRHR ag,D1 antagonist,TRHR PAM,D2 PAM,D2 ag,D1 agonist,D2 antagonist,RXFP1 antag
CC(=O)Nc1ccc(C(=O)OCc2ccc(F)cc2)cc1,5,0.1,-10,3,15,-0.3,10,-10,-2
COc1ccc(CC(=O)NCCc2csc(-c3cccc(F)c3)n2)cc1OC,6,-0.7,-14,1,-6,-0.2,-1,.,2
Cc1ccc(C(=O)c2sc(Nc3ccc(F)cc3)nc2N)c(C)c1,2,-0.6,29,-2,6,-0.1,14,.,?
CCn1c(CCNC(=O)c2ccc(F)cc2)nc2ccccc21,-2,-0.1,-3,3,0,1.0,7,-21,-6
O=S(=O)(Nc1ccc(N2CCCCC2)cc1)c1ccc(F)cc1,0,-0.4,3,26,12,-0.6,3,-31,4
O=C(NCc1ccc(F)cc1)C(c1ccccc1)N(C(=O)c1csnn1)C1CC1 (stereo unspecified),5,-0.2,11,-3,-3,-0.3,0,-6,?
Cc1cnc(NC(=O)CSc2nnc(CNc3ccc(F)cc3)n2CC2CCCO2)s1 (stereo unspecified),-2,0.2,-16,5,9,-0.8,4,-17,-1
C/C(=N\NC(=O)c1ccc(F)cc1)c1ccccn1,0,0.0,-21,-2,-1,1.4,8,8,-3
O=C(Nc1ccccc1F)c1nc(SCc2ccc(F)cc2)ncc1Cl,-2,4.4,6,-5,-3,1.2,16,.,-22
Fc1ccc(N/N=C/c2ccncc2)c(F)c1,4,0.1,-2,13,-9,.,1,.,-9

# A section of the results above, as a working copy:
Compound,D1 PAM,TRHR ag,D1 antagonist,TRHR PAM,D2 PAM,D2 ag,D1 agonist,D2 antagonist,RXFP1 antag
COc1ccccc1Nc1nc(N(C)c2ccccc2)nc(N)c1[N+](=O)[O-],1,0.7,13,0,5,1.1,1,7,15
CC(C)NC(=O)c1cc(C(=O)c2cc(Cl)ccc2O)coc1=N,-8,-0.1,-3,-2,-4,0.0,4,3,1
CCOc1cnn(-c2ccccc2)c(=O)c1Cl,3,-0.8,4,-2,-25,-0.3,0,22,3
